Compound activity: PubChem BioAssay, several laboratories
IEC-6 tox: cytotoxicity in IEC-6 intestinal epithelial cells, primary screen, cytotoxicity control for KLF5 inhibitor project, cell-based, luminescence | inhibition, % at 5 µM | actives 0.78% (n = 290,000) | IEC-6 cytotoxicity, luminescence viability; in the data active = inhibition above about 22%;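 note: 0% = plate median of test compound wells and 100% = cytotoxic reference compound wells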
GSK3B inh: human GSK3beta kinase inhibitors, primary screen, biochemical, cell-free homogeneous, HTS | Glycogen synthase kinase-3 beta (Homo sapiens), P49841 | GST-GSK3beta kinase, ADP-Glo luminescence, 60 min; active compounds read low | actives 0.038% (n = 300,000) | AID 2097, 2009 | activity score (negative = inhibition), % at 10 µM;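 active = more than half of replicate wells score below -50%, meaning over 50% inhibition versus plate controls; inconclusive = some replicates but at most half score below -50%; inactive = no replicate scores below -50%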;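 note: 0% = median DMSO wells and -100% = median GW8510 positive control wells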
Target sequence (P49841 whole entry, looked up): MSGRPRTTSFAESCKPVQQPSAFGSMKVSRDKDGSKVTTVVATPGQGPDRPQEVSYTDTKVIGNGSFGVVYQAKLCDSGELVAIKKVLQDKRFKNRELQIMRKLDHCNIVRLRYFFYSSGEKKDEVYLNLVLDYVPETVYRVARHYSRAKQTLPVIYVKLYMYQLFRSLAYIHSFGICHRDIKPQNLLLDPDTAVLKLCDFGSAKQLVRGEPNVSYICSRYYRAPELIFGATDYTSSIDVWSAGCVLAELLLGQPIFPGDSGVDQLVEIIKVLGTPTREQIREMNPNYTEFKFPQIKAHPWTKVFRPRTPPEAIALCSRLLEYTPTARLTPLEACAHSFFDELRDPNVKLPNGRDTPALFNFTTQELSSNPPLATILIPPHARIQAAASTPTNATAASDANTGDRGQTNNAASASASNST
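Assay system: GST-fused GSK3beta enzyme, cell-free / Medium: Tris pH 7.5 buffer with MgCl2, DTT, BSA, heparin / Also added: peptide substrate plus 25 µM ATP (final) / Compound: 10 µM single point / Timing: kinase reaction with compound 60 min at room temperature / Detection: ADP-Glo luminescence / Benchmarks: DMSO neutral wells and GW8510 at 20 µM as positive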
HSF-1 act: HSF-1 activators, primary screen, NIH3T3-HGL cells, MG132 stress, luminescence, single point | NIH3T3-HGL HSF-1 luciferase reporter, 8 h; 100% = twice DMSO control signal | activation, % at 9 µM | actives 1.7% (n = 300,000);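 active = mean replicate activation of at least 50% with a set share of replicates each reaching 50%; inconclusive = only one of those two conditions met; inactive = mean below 50% and too few replicates reaching it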;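 note: 0% = median of the neutral control wells and 100% = twice that signal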
AI-2 QS modul: Vibrio harveyi AI-2 quorum sensing modulators, primary screen, JMH597 strain, luminescence/OD600 ratio; Vibrio harveyi JMH597 AI-2 luminescence/OD600 ratio, 9 h; active compounds read low; strain lacks LuxN and CqsS sensors; 0 = neutral-control median; activity change, % at 7.5 µM; actives 0.4% (n = 300,000); in the data active = activity change below about -75%, passing the limit was not always enough; inconclusive = no clear call, values can overlap the other calls;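 note: luminescence divided by OD600 gain over 9 h not by final OD600 alone; inactives centre near 13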
GSK3A inh: blockers of GSK3A enzyme activity – biochemical, luminescence, cell-free homogeneous, HTS, primary screen; GSK-3 alpha kinase, ADP-Glo luminescence, 60 min; actives 0.1% (n = 320,000); AID 2650, 2010; inhibition, % at 10 µM;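 in the data active = inhibition above about 50%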;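 note: GST-tagged GSK-3 alpha with peptide substrate and 25 µM ATP; 0% = DMSO neutral wells and 100% = GW8510 positive control wells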
Target sequence (P49840 whole entry, looked up): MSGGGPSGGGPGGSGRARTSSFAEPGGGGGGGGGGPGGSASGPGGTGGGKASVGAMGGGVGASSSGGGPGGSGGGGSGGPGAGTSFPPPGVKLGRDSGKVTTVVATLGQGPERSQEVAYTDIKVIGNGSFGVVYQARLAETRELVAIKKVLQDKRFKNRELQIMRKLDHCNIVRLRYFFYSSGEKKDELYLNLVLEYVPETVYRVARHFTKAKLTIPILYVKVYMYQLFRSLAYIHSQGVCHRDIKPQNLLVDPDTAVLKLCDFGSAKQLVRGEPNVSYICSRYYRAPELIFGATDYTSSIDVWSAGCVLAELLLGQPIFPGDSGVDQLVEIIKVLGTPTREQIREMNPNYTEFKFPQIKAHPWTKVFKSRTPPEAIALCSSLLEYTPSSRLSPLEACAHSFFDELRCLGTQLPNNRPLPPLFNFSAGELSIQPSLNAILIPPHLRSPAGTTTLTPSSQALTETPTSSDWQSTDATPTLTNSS
HSP90 inh: HSP90 inhibitors, primary screen, cell lysate, luminescence; Heat shock protein HSP 90 (rabbit reticulocyte lysate; luciferase refolding); Rabbit reticulocyte lysate, luciferase refolding luminescence, 3 h; inhibition, % at 5.6 µM; actives 0.91% (n = 290,000);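 active = inhibition above the screen-wide mean plus 3 SD, computed separately per campaign, cut at about 16% in these data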;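 note: 0% = DMSO wells and 100% = 60 µM geldanamycin wells; inhibitors lower the luminescence because luciferase stays unfolded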
KLF5 inhibitor: KLF5 expression inhibitors, primary screen, DLD-1 cells, luminescence | actives 0.23% (n = 290,000) | DLD-1 KLF5 promoter-luciferase reporter | inhibition, % at 5 µM;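 active = inhibition above a per-plate limit of that plate's mean compound inhibition plus 3 SD, cut at about 60% in these data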;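 note: 0% = DMSO wells and 100% = LY294002 at 200 µM; higher means less KLF5 promoter-driven luciferase light; inactives centre near -14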
HSF1 inhib: HSF1 inhibitors in luciferase reporter cells, primary screen, cell-based, NIH3T3, luminescence. actives 0.77% (n = 300,000). NIH3T3-HGL HSE-luciferase, MG132-induced, luminescence 8 h; active compounds read low. activity change, negative = inhibition, % at 7.5 µM (by protocol);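 active = more than half of replicate wells show activity change below -50%, luminescence cut by over half; inconclusive = some wells, but at most half, below -50%; inactive = no replicate well below -50%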;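 note: luciferase reports HSF-1 transcriptional activity via heat shock element; 0% = median of DMSO wells and -100% = zero luminescence signal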
HIF activator: HIF pathway transcriptional activators, primary screen, cell-based, U2OS HRE-luciferase, luminescence | U2OS HRE-luciferase reporter; normalized: DMSO 0%, desferrioxamine 100% | activation, % at 7.5 µM (by protocol) | actives 0.32% (n = 300,000) | AID 1910, 2009;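 active = mean activation of at least 10% of the iron chelator positive control signal, with at least half of replicates also reaching 10%; inconclusive = mean and replicate majority disagree about reaching 10%; inactive = mean and most replicates under 10%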
aSyn UTR inh: MLPCN primary screen, SNCA 5' untranslated region. alpha-synuclein 5'UTR reporter, inhibitor activity. inhibition, % (tested at 7.5 µM). actives 0.82% (n = 300,000). AID 1813, 2009; in the data active = inhibition above about 60%; inconclusive = no clear call, values can overlap the other calls;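 note: H4 neuroglioblastoma cells stably carrying SNCA 5'UTR luciferase fusion; 0% = DMSO wells and 100% = positive control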
* marks the source's active call; other numbers are inactive results; ? = inconclusive; . = no result given.

Molecule	IEC-6 tox	GSK3B inh	HSF-1 act	AI-2 QS modul	GSK3A inh	HSP90 inh	KLF5 inhibitor	HSF1 inhib	HIF activator	aSyn UTR inh
Cc1ccc(NC(=O)C2OCCc3ccccc32)cc1 (stereo unspecified)	2	0	12	-2	2	-1	-21	10	1.2	-133
Nc1ccc(-n2nc(C(F)(F)F)cc2C(F)(F)F)cc1	-14	2	4	19	1	-3	-32	6	-0.6	0
Cc1c([N+](=O)[O-])c2ccc(O)cc2n1-c1ccccc1	-1	-1	-27	18	4	0	-26	-20	1.5	18
C=CCOc1ccccc1CNCc1cccnc1	3	-8	-15	-1	0	-3	-11	-7	-0.6	3
COC(=O)c1ccccc1NC(=O)CN1CCOCC1	4	1	11	14	-2	3	-39	-1	0.7	6
N#CCC(=O)N1CC2(CC(c3cccc(NC(=O)COc4ccc(Cl)cc4)c3)=NO2)C[C@@H]1C(N)=O (stereo partly specified)	.	-1	-9	0	0	.	.	2	-1.3	10
CCOC(=O)N1CCN(C(=O)COC(=O)COc2c(C)cc(C)cc2C)CC1	.	2	5	?	-8	.	.	-8	-56	-13
Cc1ccc(C(=O)NC(=S)N2CCN(c3ccc([N+](=O)[O-])cc3)CC2)cc1	0	3	-5	19	5	-2	-31	0	0.5	5
Cc1ccc(CCNS(=O)(=O)c2cc3c(cc2C)NC(=O)CO3)cc1	-4	-1	18	6	3	-1	-2	-2	-0.2	4
CC(=Nc1ccc(O)cc1)c1sc2ccccc2c1O	-5	0	34	-21	-1	-3	-46	33	1.3	-187
O=C(O)c1ccc(NS(=O)(=O)c2cc(C(=O)O)ccc2Br)cc1	4	2	27	36	-1	2	2	4	-0.1	-27
Cc1cccc2c1NC(=O)C21N2CCCC2C(C(=O)c2ccc3ccccc3c2)C12C(=O)Nc1ccccc12 (stereo unspecified)	2	0	16	30	-2	1	0	15	0.8	3
O=S(=O)(NCc1cccnc1)c1ccccc1	6	-2	0	17	-6	7	-9	-1	-0.7	-11
COc1ccc(OC)c2[nH]c(=O)c(CCNC(=O)c3cc4ccccc4o3)cc12	1	2	-9	29	-1	1	-20	-6	-0.1	16
O=C(NC1CCOC1)c1cc(COc2cccc(C(F)(F)F)c2)on1 (stereo unspecified)	12	-1	1	-7	-3	4	-43	9	2.3	-67
Cc1cccc(NC(=O)c2cc(-c3c(C)cc(C)cc3O)n[nH]2)c1	-6	1	31	5	0	6	-94	-1	1.5	-123
CC/C(C)=C1\SC(N2CCN(c3cccc(C(F)(F)F)c3)CC2)=NC1=O	5	2	-7	11	0	1	-17	-11	-0.1	48
COc1ccc(C(=O)N/N=C(\N)c2cc3ccccc3oc2=O)cc1	5	-2	8	-5	3	4	-14	-1	0.5	-12
COc1cc(-c2nnc(CSc3nnc(Nc4ccc(Oc5ccccc5)cc4)s3)o2)cc(OC)c1OC	-4	0	29	28	-1	4	-25	29	0.4	-13
O=[N+]([O-])c1cccnc1Sc1ccc(F)cc1	.	3	-7	3	-4	.	.	1	-0.5	-4
CN1CCN(C(=O)/C(=C/c2ccco2)NC(=O)c2ccccc2)CC1	-1	-4	-10	12	-2	-1	8	-3	-0.1	2
Cc1ccc2c(c1)nnn2C1CCN(S(=O)(=O)c2ccc(C(=O)NC3CCCC3)cc2)CC1	1	-5	12	18	-1	-1	-32	2	-1.0	11
CSc1nnc(N2C(=O)C(O)=C(C(=O)c3ccco3)C2c2cccc(Cl)c2)s1 (stereo unspecified)	-2	0	10	33	-3	-3	-36	-1	0.9	-9
Cc1nnc(N/N=C/c2cccs2)[nH]c1=O	-1	6	-4	4	0	0	0	0	0.2	-7
C/C(N)=C(/C#N)C(=O)CSc1ccccc1F	-6	-2	21	13	-1	1	-78	13	1.6	-115

(cont.)
Molecule	IEC-6 tox	GSK3B inh	HSF-1 act	AI-2 QS modul	GSK3A inh	HSP90 inh	KLF5 inhibitor	HSF1 inhib	HIF activator	aSyn UTR inh
N#Cc1cc(Oc2ccccc2)c(-n2nnc3ccccc32)cc1C#N	-4	2	8	21	-4	-2	-11	5	-0.8	29
Cc1cccc(Cc2c(C)nc3c(C(=O)N4CCN(Cc5ccc6c(c5)OCO6)CC4)cnn3c2C)c1	0	2	22	-1	.	-1	8	2	-0.3	3
CCN(C(=O)Cn1c([N+](=O)[O-])cnc1C)c1ccccc1	1	-4	-56	8	-2	-5	-23	-47	-1.1	28
OC(CC1CC12c1ccccc1-c1ncccc12)(c1ccccc1)c1ccccc1 (stereo unspecified)	-3	0	17	14	-3	3	-4	14	-0.7	-2
COc1ccc(C(CC(=O)N2CCCC(C)C2)c2c(OC)cc(OC)c3ccc(=O)oc23)cc1 (stereo unspecified)	.	3	3	-1	0	.	.	8	-0.7	4
CCN(CC(=O)NCc1ccc(F)cc1)C(=O)C1CCN(C(=O)Nc2ccccc2)CC1	-4	0	-20	-3	2	2	-26	-6	0.3	13
CSC1=NCCN1S(=O)(=O)c1ccc(Cl)cc1	-5	1	0	22	.	0	-34	-11	-0.2	-21
O=c1[nH]cn[nH]1	0	3	4	12	-1	-2	-16	-3	0.0	16
CCOC(=O)Cc1ncccc1C(=O)Nc1ccc(OC)cc1	-2	-4	9	17	-2	4	-54	4	-0.2	33
CC(C)(C)c1ccc(C(=O)NCc2cccnc2)cc1	-3	5	2	2	-2	-6	-43	3	2.1	-23
COc1ccc(N2C(=O)CC(NNC(=O)c3ccc(Br)s3)C2=O)cc1 (stereo unspecified)	3	-7	-3	-2	0	-2	-37	3	-0.1	1
COc1ccc(CC(=O)NC(C)c2nnc(SCC(=O)c3ccc(OC)cc3)n2C)cc1 (stereo unspecified)	5	0	-10	11	3	-5	13	-5	-0.4	15
Cc1ccc(NC(=O)c2cc3c(s2)CCCC3)cc1S(=O)(=O)Nc1ccccc1Cl	1	5	38	30	0	-2	34	7	-0.3	-3
COc1ccc(CSc2nnnn2C)cc1F	7	-1	7	27	-1	-1	-1	-4	0.2	-2
Cc1nc(-c2ccccc2)ccc1C(=O)O	-5	1	-3	14	-1	1	6	0	-0.6	0
Cc1cccc2cc(CN(Cc3cccnc3)C(=O)c3ccncc3)c(=O)[nH]c12	5	0	4	13	0	3	13	0	0.1	13
NCCc1nnc(SCC(N)=O)o1	12	1	-33	6	-1	4	-1	-15	0.4	7
Nc1ncnc(Oc2ccccc2F)c1[N+](=O)[O-]	-3	-3	39	7	1	-1	-7	13	0.7	-23
O=C(NC1CC2CCCC(C1)N2C(=O)Nc1cccc(F)c1)C1CC1 (stereo unspecified)	-4	3	2	15	-1	-3	-15	0	-0.1	4
Cc1nc(Nc2ccccc2C(F)(F)F)sc1C(=O)N(C)C	-2	-2	17	20	-2	-1	-54	9	3.7	-25
COc1cc(-n2c(C)nc3cccnc32)c(Cl)cc1C(=O)O	-2	-3	1	17	0	0	-16	-6	0.0	-10
CC(C(=O)NCCS(=O)(=O)c1ccc(Br)cc1)S(=O)(=O)c1ccc(Cl)cc1 (stereo unspecified)	-1	1	-4	13	0	-1	-3	9	0.9	24
Cc1ccc(CNn2cnnc2SCC(=O)NC(C)(C)C)cc1	-4	-2	4	2	-2	3	-18	4	-0.3	-5
Cn1c(CNC(=O)c2cccs2)n[nH]c1=S	-2	1	7	24	0	1	-27	-13	-0.4	23
COc1ccc(-c2[nH]n(-c3ccc([N+](=O)[O-])cc3)c(=O)c2C=NCC2CCCO2)cc1 (stereo unspecified)	-1	0	1	10	-2	3	-24	6	0.1	10

Later entries.
Molecule	IEC-6 tox	GSK3B inh	HSF-1 act	AI-2 QS modul	GSK3A inh	HSP90 inh	KLF5 inhibitor	HSF1 inhib	HIF activator	aSyn UTR inh
COC(=O)c1ccccc1NC(=S)NC(=O)COc1ccccc1Cl	-4	2	8	-5	-1	3	-16	3	-0.5	5
C=CCNC(=O)c1onc(CSc2ccc(Cl)cc2)c1C(=O)NCC=C	.	-3	16	-14	-2	.	.	11	-0.5	12
COc1cccc(C(=O)N2CCN(C(=O)c3cccs3)CC2)c1OC	-5	-4	-38	12	-2	-1	-33	-18	-0.4	4
C/C(=N\NS(=O)(=O)c1ccc(Cl)c([N+](=O)[O-])c1)c1ccc(C)o1	-4	0	11	2	3	2	-20	2	-0.1	-20
Cc1ncc(CO)c(/C=N/NC(=O)c2cc(Br)ccc2O)c1O	2	-2	-8	?	1	-2	5	-6	3.7	-6
Nc1cc(=O)[nH]c(SCC(=O)Nc2cc(S(=O)(=O)N3CCOCC3)ccc2Cl)n1	-2	9	-14	17	-2	2	-1	-4	-0.5	14
COc1ccc(C2c3cc(OC)c(OC)cc3CCN2C(=O)c2cccc([N+](=O)[O-])c2)cc1OC (stereo unspecified)	7	2	14	12	-2	-2	-6	-3	0.5	25
Cc1cccc(C)c1NC(=S)N(Cc1cccs1)C1CCCC1	-2	0	14	16	-2	3	-29	11	0.9	10
O=C(CSc1nc(O)cc(=O)[nH]1)Nc1ccc2c(c1)CCC2	-5	0	10	-3	-3	1	-27	2	-0.2	22
CON1C(=O)C(=O)N(OC)C(C)(C)C1(C)C	1	2	4	34	-1	2	-26	12	-0.2	12
C[C@H](NC(=O)C1CC(=O)N(c2ccc3c(c2)OCCO3)C1)C(=O)N1CCC(C(=O)O)CC1 (stereo partly specified)	0	-5	-15	3	1	-1	-15	-7	0.1	10
CN(/N=C/c1ccncc1)c1cnc2ccccc2n1	7	-1	44	11	-3	-3	-66	8	4.4	-206
CN1CCN(c2ccc(NC(=O)CN3CCOCC3)cc2F)CC1	-11	3	-1	16	.	-1	-15	-2	0.8	-8
COC(=O)c1ccc(NC(=O)C23CC4CC(C2)CC(n2cncn2)(C4)C3)cc1	-4	3	0	20	4	2	8	-7	-0.3	-22
Cc1c(C(=O)NC2CCS(=O)(=O)C2)oc2ccccc12 (stereo unspecified)	2	1	13	6	-1	0	3	0	0.2	10
O=S(=O)(c1cccc(-c2cn3ccccc3n2)c1)N1CCCCC1	2	-3	4	11	0	-6	-19	2	0.2	-5
